SSB-PriA inh: inhibitors of Klebsiella pneumoniae PriA binding to SSB C-terminal tail, primary screen, biochemical, AlphaScreen | PriA–SSB C-terminal tail interaction (Klebsiella pneumoniae) | AlphaScreen SSBct-PriA binding, biotinylated peptide | inhibition, % at 33 µM | 430,000 compounds, 0.6% hits | AID 1272365, 2023; in the data active = inhibition mostly above about 37%, no sharp cut-off; inactive = mostly below about 20%;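 also: plate controls were negative control peptide for no effect and reference peptide for full effect; strong numbers were not always called active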
Numbers without * were called inactive; & = joins results of further samples.

SMILES	SSB-PriA inh
CCOc1ccc(CC(=O)NNC(=O)c2ccc(=O)n(Cc3ccc(Cl)cc3)c2)cc1	-12
Cc1nnc(CNC(=O)c2cnn3c2OCCC3)o1	-20
COc1ccc(OC)c(-n2c(CNC(=O)c3ccco3)nnc2SCC(=O)Nc2nc3ccccc3s2)c1	-6
Cn1nc(CNC(=O)Cc2cccs2)cc1-c1ccncc1	-15
Clc1ccc2c(c1)C1CC(c3cccs3)=NN1C(c1ccncc1)O2 (stereo not drawn)	24
O=C(CCCSc1ccccc1)Nc1ccc([N+](=O)[O-])cc1	0
CCc1ccc(N2CC(C(=O)NN=Cc3cccc([N+](=O)[O-])c3)CC2=O)cc1 (stereo not drawn)	0
Cc1ccccc1Oc1ccc(S(=O)(=O)N[C@@H](C)C(=O)O)cc1	-25
CC(=O)c1ccc(NC(=O)N(C)C)cc1	13
CC(=NN1CCN(c2ccc(Cl)cc2)CC1)c1cccs1	-4
CC(=O)c1cccc(NC(=O)CSc2ccc(NC(=O)c3ccc(C)cc3)nn2)c1	-6
COc1ccc(CCNC(=O)c2[nH]nc3c2COc2ccccc2-3)cc1OC	-8
COC(=O)C1c2ccsc2CCN1C(=O)C1Oc2ccccc2OC1C (stereo not drawn)	-15
CO[C@@H](CNS(=O)(=O)c1ccc2c(c1)CCO2)c1ccc(Cl)s1	2
CC(=NNC(=O)c1c(C)nc2ccccn12)c1ccco1	-10
CSc1ccc(NC(=O)c2ccnn2C)cc1	-2&2
CN(C)c1cncc(OC2CCN(C(=O)c3ccc(Br)o3)C2)n1 (stereo not drawn)	13
O=C(c1ccco1)N1CCC(c2nnc(-c3ccco3)s2)CC1	7
Cc1cccc(C(=O)NN=Cc2ccc(OCC(=O)N3CCCCC3)cc2)c1	-3
CC(C)NC(=O)C(=O)NCc1ccsc1	-6
C=CCNC(=S)c1c(-c2ccccc2)c2c3n(c(-c4ccc(Br)cc4)cn13)CCCC2	12
Cc1ccc2nc(C)c(NC(=O)Cc3cccs3)c(=O)n2c1	-1&-1
Cc1sc2nc3c4ccccc4c(N4CCOCC4)nn3c(=O)c2c1C	2
COc1ccc(CCNC(=O)c2cnn3c(-c4ccc(C)c(C)c4)ccnc23)cc1OC	-18
COc1ccccc1NC(=O)C(=O)NCC1(c2cccs2)CCOCC1	-7
CC(=O)OC(C)(C)C(=O)NC[C@H](O)c1csc2ccccc12	-12
O=C(Cn1cc(-c2ccc(F)cc2)cn1)N1CCC(S(=O)(=O)c2ccc(F)cc2)CC1	3
Cc1ccc(Nc2nc(NC3CCCCC3)nc(N3CCOCC3)n2)cc1Cl	17&15
CC1CCC(C(C)C)C(OP(=O)(OC2CC(C)CCC2C(C)C)C(O)c2ccccc2F)C1 (stereo not drawn)	6
COc1ccc(OC2CCN(C(=O)CCS(=O)(=O)c3ccccc3)C2)nn1 (stereo not drawn)	5
O=C1C(=O)N(CCN2CCOCC2)C(c2ccc(F)cc2)C1=C(O)c1ccc(S(=O)(=O)N2CCOCC2)cc1 (stereo not drawn)	-2
C=C(C)Cn1c(SCC(C)O)nc2c1c(=O)[nH]c(=O)n2C (stereo not drawn)	-7
CO[C@@](C)(CNC(=O)C(=O)Nc1ccc2c(c1)OCO2)c1cccc(Cl)c1	0
COc1cccc(-c2cc(C(=O)NCc3cccnc3)c3c(C)nn(C4CCS(=O)(=O)C4)c3n2)c1 (stereo not drawn)	-5
Cc1ccc(Oc2ccc(C=NO)cn2)cc1	-9
CCOc1ccccc1C(=O)N1CCN(S(=O)(=O)c2cc3c4c(c2)CCC(=O)N4CCC3)CC1	-17
Fc1cccc([C@H]2CCNC2)c1	-9
O=C(CSc1ccc(NC(=O)c2cccc(F)c2)nn1)NCc1ccc2c(c1)OCO2	-3
Cc1ccc(NC(=O)c2ccccc2NC(=O)c2ccc(S(=O)(=O)N3CCc4ccccc43)cc2)c(C(=O)c2ccccc2)c1	-16
CC(=O)N1CCc2c(sc(NC(=O)c3cc(C)no3)c2-c2nc3ccccc3s2)C1	-9
COCCNC(=O)C(=O)NCCc1ccc2c(c1)CCCN2C	9
O=C(Nc1nc2ccccc2s1)c1cc(OCc2ccccc2)no1	5
Cn1cc(C(=O)N2CCC(Cc3n[nH]c(=O)n3-c3ccccc3F)CC2)nn1	-6
Cc1c(N=C2SCC(=O)N2N=Cc2ccccc2Cl)c(=O)n(-c2ccccc2)n1C	-14
CC(=NNc1ccccc1)c1cccs1	3
Nc1nc(SCc2ccc(Cl)c(Cl)c2)[nH]c(=O)c1NC(=O)c1ccccc1	-12
CCOc1ccc2ncc(C#N)c(N3CCC(Cc4ccccc4)CC3)c2c1	-30
CC(NS(=O)(=O)c1ccc(Oc2ccccc2Cl)cc1)C(=O)O (stereo not drawn)	-11
CCOc1ccc(NC(=O)Cn2cnc3c(sc4cccc(F)c43)c2=O)cc1	-10
COc1ccc(-c2ccc(N3CCN(S(=O)(=O)c4cc(F)ccc4F)CC3)nn2)cc1	-4
CC(=O)Nc1ccc(SCC(=O)Nc2ccc(OC(F)(F)F)cc2)nn1	-13
O=C(ON=C1CCS(=O)(=O)c2sccc21)C1CC1	-2
O=C(Nc1nnc(-c2ccccc2Cl)o1)c1ccc(Cc2ccccc2)cc1	-15&0
NC(=S)NN=Cc1coc2ccc(Br)cc2c1=O	-4
Cc1cccc(Nc2ccc(N3CCN(C(=O)c4ccccc4Cl)CC3)nn2)n1	-17
COC(=O)c1sccc1NC(=O)c1cnn2c1OCCC2	3
CC1(C)CC(=O)c2sc(NC(=O)c3cccc(C(=O)Nc4nc5c(s4)C(=O)CC(C)(C)C5)n3)nc2C1	0
Cc1ccc(N2C[C@@H](NC(=O)NC(c3ccccc3)c3ccccc3)CC2=O)cc1	-10
Cc1ccc(NC(=O)c2ccc(Oc3ccc(C(=O)Nc4ccc(C)cc4C(=O)c4ccccc4)cc3)cc2)c(C(=O)c2ccccc2)c1	-5
O=C(NCC1(O)CCc2ccccc2C1)c1cccc(Cl)c1 (stereo not drawn)	10
Continuation:
SMILES	SSB-PriA inh
O=C(NCCc1nc(C2CC2)cc(C(F)(F)F)n1)c1c(F)cccc1Cl	-11
N#C/C(=C/c1ccccc1F)c1nc(-c2ccc(Cl)c(Cl)c2)cs1	-16
O=C(CSc1ccc(-c2ccccn2)nn1)Nc1ccc(Br)cc1	19
CCCN1C(=O)CNc2ccccc21	-9&4
FC(F)(F)c1cccc(COc2cccc3ccc(N4CCCC4)nc23)c1	-10
Cc1ccc(NC(=O)CN2CCC(C(=O)NCc3ccccn3)CC2)cc1	4
CCOC(=O)c1sc(=NC(=O)c2cc(Cl)sc2Cl)n(C)c1C	0
O=c1[nH]c(=S)n(-c2ccccc2)c(O)c1C=NN1CCCCC1c1cccnc1 (stereo not drawn)	-4
O=C(Nc1ccc(-c2ccc(N3CCOCC3)nn2)cc1)c1ccccc1Br	12
COc1ccc(C(=O)N2CCN(c3ccc(-c4ccco4)nn3)CC2)cc1OC	-1
COc1ccc(N(C)S(=O)(=O)c2ccsc2-c2nc(-c3ccc(OC)cc3OC)no2)cc1	-2
Cc1ccc(Cl)cc1N1CCN(C(=O)c2cn(C)nn2)CC1	-15
O=[N+]([O-])c1ccc(NN=Cc2cccnc2)nc1	-5
Cc1noc(C)c1S(=O)(=O)N1CCC(Oc2ccc(C(F)(F)F)cn2)CC1	-18
O=C(O)c1ccc(NN=C2CCCc3ccccc32)cc1	-7
Cc1cc(C)cc(C(=O)NCC2CCN(C(C)C)CC2)c1	-1
Cn1cc(S(=O)(=O)Nc2nc3ccccc3nc2NCCc2c[nH]c3ccccc23)cn1	-5
O=C(NCCNc1cc(-n2cccc2)ncn1)[C@@H]1CCCO1	-3
COc1ccc2cc(C(=O)NCc3ccnc(-c4cccs4)c3)[nH]c2c1	-13
O=C(NC[C@H]1CC(=O)N(c2ccc(Cl)cc2)C1)c1ccc(Br)cc1	-16
Fc1ccc(-c2csc3ncnc(NCCc4cccs4)c23)cc1	-35
COc1ccc(C2C(=C(O)c3ccc(OC(C)C)cc3)C(=O)C(=O)N2CCCN2CCOCC2)cc1 (stereo not drawn)	-10
O=C(N1CCN(S(=O)(=O)c2cccc([N+](=O)[O-])c2)CC1)N(c1ccccc1)c1ccccc1	-3
Cc1ccc(S(=O)(=O)Nc2nc(C)c(C(=O)NCc3c(F)cccc3F)s2)cc1	0&-6
Cc1cc(C(=O)N2CCC[C@H](c3nnc(-c4ccsc4)o3)C2)c(C)o1	-2
Cc1nn(C)c(C)c1S(=O)(=O)NCCn1nc(C(F)(F)F)c2c1CCCC2	10
Cc1c(Cl)cccc1NC(=O)CSc1ncc(S(=O)(=O)c2ccc(Cl)s2)c(N)n1	-18
O=C(Nc1onc2c1CCCC2)C1CCc2nc[nH]c2C1 (stereo not drawn)	-30
O=C(Nc1ncnc2sccc12)C1CCCCC1	5
NC(Cc1ccc([N+](=O)[O-])cc1)=NOC(=O)c1ccc(Br)cc1	2
COc1ccc(C(=O)ON=Cc2c(C(F)(F)F)nn(C)c2SCc2ccccc2Cl)cc1	-13
COc1ccc(C=NS(=O)(=O)c2cccs2)cc1	-8
CS(=O)(=O)c1cccc(-c2nnc(NC(=O)c3cc([N+](=O)[O-])cc([N+](=O)[O-])c3)o2)c1	-3
COc1cc(C=NNc2nc(Nc3ccccc3)nc(N3CCCCC3)n2)ccc1OCC(=O)O	17
COc1ccc(CNC(=O)Cc2nc(-c3ccncc3)n[nH]2)cc1	-5
O=C(COc1ccc2c(=O)c(-c3ccc4c(c3)OCCO4)coc2c1)c1ccc(Cl)cc1	-6
CCOC(=O)c1cnn(CCO)c1C	-24&-12
O=C(Cn1ccc2ccccc21)NCc1ccnc(-c2cccs2)c1	-5
COc1ccc(OCC(=O)NN=CC2CC=CCC2)cc1 (stereo not drawn)	-6
Cc1cc(=O)n2c(-c3cccc(NC(=O)COc4ccc5c(c4)OCO5)c3)csc2n1	-20
CCOc1c(C)cc(S(=O)(=O)NCC2CCN(CCOC)CC2)cc1C	-3
Cc1nnc(CNC(=O)C2CN(C(=O)c3ccc4c(c3)OCO4)C2)o1	-9
COc1ccccc1C(=O)N1CCC(CN2CCN(C)CC2C)CC1 (stereo not drawn)	-23
COc1ccc(Br)cc1CCC(=O)NC1CCN(c2nccs2)CC1	-7
O=C(NCCC(O)c1cccs1)c1ccc(Cl)s1 (stereo not drawn)	-3
COc1cccc(C(=O)NC[C@@H](c2ccco2)N(C)C)c1OC	-4
COc1ccc(C=NN2CCN(Cc3ccccc3Cl)CC2)cc1	15
CCOc1ccccc1NC(=O)Nc1nc2c(s1)C(=O)NCCC2	1
CC(C)c1nnc(C2CCN(C(=O)[C@H]3CC(=O)N(c4ccccc4)C3)CC2)o1	-6
Cc1nnc(SCC(=O)NCc2ccc(F)cc2)c2c1cnn2-c1ccc(F)cc1	-4
C=CCNC(=O)CC(=O)NN=Cc1cccc(Br)c1	-8
COc1ccc(NC(=O)CC2Nc3ccccc3NC2=O)cc1Cl (stereo not drawn)	9
CC(O)(CNS(=O)(=O)c1ccccc1OC(F)(F)F)c1cc2ccccc2s1 (stereo not drawn)	0
COc1ccccc1NC(=O)NCCC(O)c1cccc2ccccc12 (stereo not drawn)	19
Cc1ccc(-c2nnnn2C2CC(=NNC(N)=S)C3OCC2O3)cc1 (stereo not drawn)	-6
Cc1ccc(N2CC(C(=O)NCC(O)c3ccoc3)CC2=O)cc1C (stereo not drawn)	-1
COc1ccccc1N1CCN(N=Cc2cccc(O)c2)CC1	7
CC1(C)Cc2cccc(OCC(=O)Nc3ccc4c(c3)OCO4)c2O1	6
COc1ccc(Br)c(C(=O)Nc2ccc3c(c2)C(=O)N2CCCCC2CCO3)c1 (stereo not drawn)	-1
CC(=O)Nc1ccc(C(=O)NCCNC(=O)c2cccc(Cl)c2)cc1	-4
The list continues.
SMILES	SSB-PriA inh
O=C(CSc1ccc2nnc(-c3cccnc3)n2n1)NCc1ccccc1	-16
O=C(Nc1nc2c(s1)COc1ccccc1-2)c1ccccc1Br	-10
O=C(NCC#CCOc1cccc(C(F)(F)F)c1)c1ccc(=O)[nH]n1	-15
O=C(O)C[C@H](CC(=O)N1CCOCC1)c1cccs1	-2
CC1SC(=N/N=C2\CCCc3ccccc32)NC1=O (stereo not drawn)	2
NC(=NOC(=O)COc1ccccc1)c1ccc(Cl)cc1	-2

A run of entries taken from the entries so far, for reference:
SMILES	SSB-PriA inh
COc1cccc(C(=O)NC[C@@H](c2ccco2)N(C)C)c1OC	-4
COc1ccc(C=NN2CCN(Cc3ccccc3Cl)CC2)cc1	15
CCOc1ccccc1NC(=O)Nc1nc2c(s1)C(=O)NCCC2	1
CC(C)c1nnc(C2CCN(C(=O)[C@H]3CC(=O)N(c4ccccc4)C3)CC2)o1	-6
Cc1nnc(SCC(=O)NCc2ccc(F)cc2)c2c1cnn2-c1ccc(F)cc1	-4
C=CCNC(=O)CC(=O)NN=Cc1cccc(Br)c1	-8
COc1ccc(NC(=O)CC2Nc3ccccc3NC2=O)cc1Cl (stereo not drawn)	9
CC(O)(CNS(=O)(=O)c1ccccc1OC(F)(F)F)c1cc2ccccc2s1 (stereo not drawn)	0
COc1ccccc1NC(=O)NCCC(O)c1cccc2ccccc12 (stereo not drawn)	19
Cc1ccc(-c2nnnn2C2CC(=NNC(N)=S)C3OCC2O3)cc1 (stereo not drawn)	-6
Cc1ccc(N2CC(C(=O)NCC(O)c3ccoc3)CC2=O)cc1C (stereo not drawn)	-1
COc1ccccc1N1CCN(N=Cc2cccc(O)c2)CC1	7
CC1(C)Cc2cccc(OCC(=O)Nc3ccc4c(c3)OCO4)c2O1	6
COc1ccc(Br)c(C(=O)Nc2ccc3c(c2)C(=O)N2CCCCC2CCO3)c1 (stereo not drawn)	-1
CC(=O)Nc1ccc(C(=O)NCCNC(=O)c2cccc(Cl)c2)cc1	-4
O=C(CSc1ccc2nnc(-c3cccnc3)n2n1)NCc1ccccc1	-16
O=C(Nc1nc2c(s1)COc1ccccc1-2)c1ccccc1Br	-10
O=C(NCC#CCOc1cccc(C(F)(F)F)c1)c1ccc(=O)[nH]n1	-15
O=C(O)C[C@H](CC(=O)N1CCOCC1)c1cccs1	-2
CC1SC(=N/N=C2\CCCc3ccccc32)NC1=O (stereo not drawn)	2

High-throughput results: PubChem, Small Molecule Screening Facility, UW Madison

This is a subset. The share of hits here may be higher or lower than overall.
